# Screening results from PubChem.
# 14-3-3g Raf: alters human 14-3-3 gamma binding to Raf peptide. 0.19% of 160,000 active. inhibition, % at 40 µM. FP, 14-3-3gamma / TMR-pS259-Raf peptide binding. AID 422. P61981; in the data active = inhibition above about 30%;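 note: 0% = protein plus tracer without compound and 100% = blank with tracer alone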
# Target sequence (P61981 whole entry, looked up): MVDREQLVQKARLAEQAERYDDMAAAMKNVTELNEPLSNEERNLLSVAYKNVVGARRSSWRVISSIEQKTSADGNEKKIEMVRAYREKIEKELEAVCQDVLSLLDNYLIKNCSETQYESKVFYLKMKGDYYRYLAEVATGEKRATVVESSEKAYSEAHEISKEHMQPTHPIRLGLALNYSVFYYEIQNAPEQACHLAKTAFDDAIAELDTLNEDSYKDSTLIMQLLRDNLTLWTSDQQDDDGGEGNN
# The depositor's hits bear a star; & = joins results of further samples. A portion of the library (hit frequency here may not be typical).
# Start of the data: the first 3 compounds, ahead of the listing:
14-3-3g Raf | Compound
-15 | O=C1C2C(c3ccc(Cl)cc3)OC3(C(=O)c4ccccc4C3=O)C2C(=O)N1c1ccc(F)cc1 (configuration not stated)
-22 | CC1=C(C(N)=O)C(c2cccs2)n2nc(SCc3ccccc3Cl)nc2N1 (configuration not stated)
3 | Cc1nc(N2CCOCC2)nc(Nc2ccc(Cl)cc2)c1[N+](=O)[O-]

# Results, from the start:
14-3-3g Raf | Compound
-15 | O=C1C2C(c3ccc(Cl)cc3)OC3(C(=O)c4ccccc4C3=O)C2C(=O)N1c1ccc(F)cc1 (configuration not stated)
-22 | CC1=C(C(N)=O)C(c2cccs2)n2nc(SCc3ccccc3Cl)nc2N1 (configuration not stated)
3 | Cc1nc(N2CCOCC2)nc(Nc2ccc(Cl)cc2)c1[N+](=O)[O-]
7&-8 | c1cncc(-c2cccnc2)c1
-2 | COc1ccc(N(CC(=O)Nc2cccc(C(C)=O)c2)S(C)(=O)=O)cc1OC
-24 | O=c1[nH]c(Nc2ccccc2)cc2ccccc12
-60 | CCc1ccc(-c2nc(-c3cc4ccccc4oc3=O)sc2C)cc1
-2 | CC(=O)Nc1ccc(N2C(=O)CSC2c2cccc(C(F)(F)F)c2)cc1 (configuration not stated)
2 | Cc1nc2sc(C(c3cccc(F)c3)N3CCOCC3)c(O)n2n1 (configuration not stated)
1&1 | CCOC(=O)c1[nH]c2ccccc2c1NC(=O)C(CC)CC
-7 | CC1Cc2ccccc2N1C(=O)Cc1cccs1 (configuration not stated)
-2 | Cc1ccc(-n2c(SCC(=O)Nc3ccc4cn[nH]c4c3)nnc2-c2ccco2)cc1
-2 | O=C(COC(=O)c1ccc([N+](=O)[O-])c(O)c1)c1ccc([N+](=O)[O-])cc1
-9 | COc1ccc2cc(C#N)c(SCC(=O)N3CCCC3)nc2c1
-8 | O=c1oc(C23CC4CC(CC(C4)C2)C3)nc2sc3c(c12)CCCC3
-1 | Cc1cccc(N2CCN(C(c3ccccc3)c3nnnn3CC3CCCO3)CC2)c1C (configuration not stated)
5 | CCN(CC)C(=O)c1cc2c(=O)[nH]c3ccccc3c2n1C
-2 | Cc1cc(Br)cc(C)c1N1C(=O)C2CCCCC2C1=O (configuration not stated)
-3 | Cc1ccc(Cl)cc1NC(=O)CCn1c(=S)oc2ccccc21
-76 | Cc1nc(C(=O)Nc2ccc3c(c2)OCO3)cc2c1[nH]c1ccccc12
-6 | O=C(O)COc1ccc(C(=O)Cc2ccc3c(c2)OCCCO3)c(O)c1
-10 | COc1cccc(-c2nn(C)c3sc(C(=O)NCC4(c5ccccc5)CCCC4)cc23)c1
-1 | O=C(Nc1ccncc1)c1ccc(Cl)cc1
-2 | CC1CCC2C(=O)N(c3ccc(Cl)cc3O)C(=O)C2C1 (configuration not stated)
-1 | CC1=C(C(=O)Nc2ccccc2Cl)C(c2ccccc2Cl)NC(=S)N1 (configuration not stated)
-9 | Cc1ccc(C)c(C(=O)c2ccc(N)cc2)c1
-3 | O=C(NCc1ccc2c(c1)OCO2)c1ccc(N2CCCC2=O)cc1
-14 | COc1ccc(-n2nc3c(c2NC(=O)c2ccccc2I)CSC3)cc1
-11 | COC(=O)c1c[nH]n2c(=O)c(Cc3ccc(F)cc3Cl)c(C)nc12
-53 | CCN(CC)CCCNc1c2c(c(C#N)c3nc4ccccc4n13)CCC2
7 | COC(=O)Cn1cc(C(=O)c2cccs2)c2ccccc21
-2 | CCc1ccccc1NC(=O)c1ccc(N2CCN(c3ccccc3Cl)CC2)c([N+](=O)[O-])c1
-5 | Cc1cccc(NC(=O)CC2Sc3ccc(C(F)(F)F)cc3NC2=O)c1C (configuration not stated)
-25 | CCOc1ccc(NC(=O)CCNS(=O)(=O)c2ccc(Br)s2)cc1
-9&-6 | Cn1c(=O)[nH]c(=O)c2c1nc(SCCN1CCCCC1)n2Cc1ccccc1
-4 | COc1cccc(OC)c1C(=O)N1CCN(Cc2ccccc2C(F)(F)F)CC1
-7 | CC1=C(C#N)C(C)C2=C(CC(C)(C)CC2=O)N1 (configuration not stated)
-2 | CC1(C)Cc2c(sc3nc(SCC(=O)O)n(Cc4ccccc4)c(=O)c23)CO1
-8 | CCOC(=O)C1=C(C)Nc2[nH]c(=O)[nH]c(=O)c2C1c1ccccc1Cl (configuration not stated)
-5 | CCOc1cc(C2C3=C(CC(C)(C)CC3=O)N(CC)C3=C2C(=O)CC(C)(C)C3)cc(Cl)c1O
4 | O=C(COc1ccc(Cl)cc1Cl)Nc1ccc(Cl)cn1
3 | COC(=O)c1ccccc1NC(=O)COc1ccc(C)cc1Br
7 | CCOC(=O)c1nc(Nc2ccc(C(=O)O)cc2)c2ccccc2n1
-6 | Cc1nn(C)c(C)c1NC(=O)c1ccc(S(=O)(=O)N(C)C)cc1
-97 | CC1CCN(S(=O)(=O)c2ccc(C(=O)Nc3nc4c(s3)CSc3ccccc3-4)cc2)CC1
-9 | CCOc1ccccc1-n1c(=S)[nH]c2[nH]ncc2c1=O
-5 | Cc1ccc(CNc2ccc(N3C(=O)CC(C)C3=O)cc2[N+](=O)[O-])cc1 (configuration not stated)
-10 | O=C(NC1=NCCS1)c1ccc(-c2ccc(Cl)cc2)o1
3 | c1ccc(CNc2nnc(-c3cccnc3)s2)cc1
-6 | O=C(Cn1ccc2ccccc2c1=O)Nc1ccccn1
-12 | O=C1COc2ccc(C(=O)CSc3nnnn3-c3ccccc3)cc2N1
3 | CCOC(=O)c1sc2nc(C)n(CC(=O)NCC3CCCC3)c(=O)c2c1C
-1 | O=C1CN(C(=O)c2cc3ccccc3oc2=O)C(c2ccccc2)c2cc(Cl)ccc2N1 (configuration not stated)
-6 | COc1ccc(C2C(=O)N(C3CCCCCC3)CC(=O)N2C2CCCCC2)cc1 (configuration not stated)
-1 | CCC(=O)N1c2ccccc2NC2=C(C(=O)CC(c3cccs3)C2)C1c1ccc(C(F)(F)F)cc1 (configuration not stated)
-17 | CCCC(=O)N(c1ccc2oc3c(c2c1)CCCC3)S(=O)(=O)c1ccc(Cl)cc1

# Sorted by value in 14-3-3g Raf (high to low): 3 of the compounds above.
mol	14-3-3g Raf
O=C1CN(C(=O)c2cc3ccccc3oc2=O)C(c2ccccc2)c2cc(Cl)ccc2N1 (configuration not stated)	-1
COc1ccc(C2C(=O)N(C3CCCCCC3)CC(=O)N2C2CCCCC2)cc1 (configuration not stated)	-6
CCCC(=O)N(c1ccc2oc3c(c2c1)CCCC3)S(=O)(=O)c1ccc(Cl)cc1	-17

# Following part:
14-3-3g Raf | Compound
-5 | CC(C)c1ccccc1NC(=O)CCCCCN1C(=O)c2cccc([N+](=O)[O-])c2C1=O
-13 | CCc1nnc(NC(=O)c2cc3ccccc3o2)s1
-3 | Cc1cc(NCc2ccco2)nc2cc(O)ccc12
-15 | CCOc1ccc(NC(=O)c2ccc(CSc3ccc(Cl)cc3)cc2)cc1
4 | COC(=O)c1[nH]c2ccccc2c1NS(=O)(=O)c1ccc(OC)cc1OC
-3 | O=C(NCc1cccc(Cl)c1)c1ccc2c(=O)n(-c3ccccc3)c(=S)[nH]c2c1
-11 | CCC(NC(=O)Nc1ccccc1C(=O)OC)(C(F)(F)F)C(F)(F)F
-13 | CC1CCN(CC(=O)Nc2ccccc2C#N)CC1
-3 | CCOC(=O)C1=C(SCc2ccccc2)NC(=O)C(C#N)C12CCCCC2 (configuration not stated)
-2 | Cc1ccc(S(=O)(=O)NCC(=O)OCC(=O)c2ccc(Br)cc2)cc1
-8 | Cc1cc(C)n(-c2nc(NCC3CCCO3)c3c4c(sc3n2)COC(C)(C)C4)n1 (configuration not stated)
0 | COc1cc(C2/C(=C(\O)c3ccc(C)cc3)C(=O)C(=O)N2Cc2cccnc2)ccc1O (configuration not stated)
1 | CC(NS(=O)(=O)c1ccc(OCC(=O)N2CCOCC2)c(Cl)c1)c1ccccc1 (configuration not stated)
-1 | CC1CCCN(C(=O)CNC(=O)Cn2cnc3sc4c(c3c2=O)CCCC4)C1 (configuration not stated)
-3 | O=C(NC1CCCCC1)C1CCCN1C(=O)NCc1ccccc1 (configuration not stated)
3 | CC(=O)OC[C@H]1O[C@@H](n2ncc(=O)[nH]c2=O)[C@H](OC(C)=O)[C@@H]1OC(C)=O
7 | COc1ccccc1C(NC(=O)Cc1ccccc1)c1ccc2cccnc2c1O (configuration not stated)
6 | CC(=O)N1CCc2cc(Br)cc(S(=O)(=O)N3CCCc4ccccc43)c21
-1 | CS(=O)(=O)N1CCC(C(=O)Nc2ccccc2Sc2ccccc2)CC1
3 | COC(=O)C1=CN(Cc2ccc(F)cc2)C=C(C(=O)OC)C1c1ccccc1Br
-7 | CC=CCOC(=O)C1=C(C)NC(=O)NC1c1ccc(O)c(OC)c1 (configuration not stated)
-1&-3 | CNC(=O)c1c(O)c2cccc3c2n(c1=O)CC3
-17 | c1ccc(-c2cn3ccccc3n2)cc1
-17 | O=C(Cn1c(=O)n(CCC(=O)N2CCc3ccccc3C2)c(=O)c2ccccc21)NCC1CCCO1 (configuration not stated)
-3 | Cc1ccnc(NS(=O)(=O)c2ccc(NC(=O)Cc3ccc(Cl)cc3)cc2)n1
-16 | Cn1c(=O)n(Cc2ccco2)c(=N)c2c3c(sc21)CCC3
1 | COc1ccc(C2CC(c3ccc(Br)cc3)=NN2S(=O)(=O)c2ccccc2)cc1OC (configuration not stated)
-11 | COc1ccc(-c2ccc(-c3noc(-c4ccccc4)n3)c(OC)n2)cc1
-21 | Cc1ccccc1Cn1c(=N)n(CC(=O)c2ccco2)c2ccccc21
-7 | O=C(CSc1nc2sc3c(c2c(=O)n1-c1ccccc1)CCCC3)NCCCN1CCOCC1
-5 | CC(C)N1C(=O)CCNc2ccccc21
-2 | CCOC(=O)C(C)Sc1nnc(-c2ccccc2O)n1-c1ccc(C)cc1 (configuration not stated)
-1 | CCOC(=O)C1CCN(c2c(N3CCN(c4ccccc4OC)CC3)c(=O)c2=O)CC1
-3 | O=C1Nc2ccc([N+](=O)[O-])cc2C1(O)N1CCCCC1 (configuration not stated)
-8 | COc1cc(-c2nnc(NC(=O)c3ccc(S(=O)(=O)N4CCCCC4C)cc3)o2)cc(OC)c1OC (configuration not stated)
-3 | CCC(=O)Nc1cc(Sc2nc3ccccc3s2)cc([N+](=O)[O-])c1
-11&-12 | N#Cc1cc2c(nc1SCC(=O)Nc1nccs1)CCCCC2
-6 | COc1ccccc1OCc1nnc(SCC(=O)N2CCCCC2)n1-c1ccccc1
-22 | COc1cc(-c2nnc(COC(=O)CSc3cc(C)c4ccccc4n3)o2)cc(OC)c1OC
-9 | Cc1ccc2c(c1)c1c(n2CC(O)CNCCO)C(=O)CCC1 (configuration not stated)
-2 | O=C(CCn1c(=S)[nH]c2ccccc2c1=O)NCC1CCCO1 (configuration not stated)
0 | CCOC(=O)c1cc(CC)sc1NC(=O)c1ccc(N2CCOCC2)c([N+](=O)[O-])c1
-4 | O=C(Nc1ccc(O)cc1)c1c(O)c2cccc3c2n(c1=O)CCC3
-6 | CCCn1nc(NS(=O)(=O)c2ccccc2)c2cc3ccccc3nc21
-3 | Cc1ccccc1C(=O)Nc1ccc(-c2ccc([N+](=O)[O-])cc2)cc1
-47 | COCCn1c(-c2ccco2)nc2nc3ccccc3nc21
0 | N#CCc1ccc(NC(=O)c2ccccc2[N+](=O)[O-])cc1
-16&-101 | O=C(CSc1oc(-c2cccs2)nc1S(=O)(=O)c1ccc(F)cc1)NCC1CCCO1 (configuration not stated)
-7 | Cc1cccc(C(=O)OCCN2CCCCC2)c1
-8 | CCCc1nc(SCC(=O)Nc2cc(C)on2)c2ccccc2n1
-2 | Cc1ccc(S(=O)(=O)N=C(CN2CCCCC2)N2CCN(S(=O)(=O)c3ccc(C)cc3)C2c2ccccc2)cc1 (configuration not stated)
-18 | Nc1nc2ccc(C(=O)N3CCCCC3)cc2s1
-1 | COc1ccc(OCc2nnc3n2N=C(c2ccc(Br)cc2)CS3)cc1
-5 | COCC(=O)N(Cc1ccco1)c1nnc(C2CCOC2)s1 (configuration not stated)
-5 | O=C(CN1C(=O)c2ccccc2C1=O)Nc1ccccc1I
5 | O=C(Nc1ccc(Cl)cc1)N1CC=CCC1

# (next part)
14-3-3g Raf | Compound
-2 | C=CCn1c(=S)[nH]c2sc3c(c2c1=O)CCC(C)C3 (configuration not stated)
12 | FC(F)(F)c1nc2ccccc2nc1N1CCN(c2ccccc2)CC1
-7 | Cc1ccccc1Nc1c(-c2cccs2)nc2c(C)cccn12
-38 | Cc1nc2c(-c3ccccc3)c(C)nn2c(N)c1-c1ccccc1
7 | COc1ccc(C2Nc3ccccc3C(=O)N2c2ccc(Oc3ccccc3)cc2)cc1 (configuration not stated)
-4 | CC(C)CCNC(=O)C1CCN(c2nc3cc(Cl)ccc3s2)CC1
0 | Cc1ccc(C)c(NC2(C#N)C(=O)Nc3ccccc32)c1 (configuration not stated)
-5 | O=C(Cn1c(=O)[nH]c2ccsc2c1=O)NC1CCCCCCC1
-8 | O=c1nc(N2CCCCCC2)nc(N2CCCCCC2)[nH]1
-9 | Nc1c(C(=O)NCc2ccco2)sc2nc(N3CCOCC3)c3c(c12)CCCC3
0 | COc1ccc(-c2cc(C(F)(F)F)n3nc(C(=O)OC(C)C)c(Cl)c3n2)cc1
-2 | Cc1cccc(Nc2ccccc2C(=O)O)c1C
0 | O=C(CN1C(=O)COc2ccccc21)N1CCc2ccccc21
-6 | COC(=O)c1ccccc1NC(=O)CSc1nnc(-c2ccncc2)o1
-1 | CC(=O)Nc1nc(=S)ss1
0 | CCN(CC)c1nc(C)nc2sc(C(=O)Nc3cccc(C(F)(F)F)c3)c(C)c12

# The final 4 records of the section before are carried over, then new ones follow.
14-3-3g Raf | Compound
0 | O=C(CN1C(=O)COc2ccccc21)N1CCc2ccccc21
-6 | COC(=O)c1ccccc1NC(=O)CSc1nnc(-c2ccncc2)o1
-1 | CC(=O)Nc1nc(=S)ss1
0 | CCN(CC)c1nc(C)nc2sc(C(=O)Nc3cccc(C(F)(F)F)c3)c(C)c12
-3 | COc1ccc(CCN2C(=O)CC(C(=O)Nc3cccc(C)c3)SC2=Nc2ccc(F)cc2)cc1 (configuration not stated)
-9 | O=C(CCN1CCCC1)NCC1COc2ccccc2O1 (configuration not stated)
3 | O=C(c1n[nH]c2c1CCCC2)n1ccnc1
-16 | O=C(NCc1ccc2c(c1)OCO2)c1ccc(C2SCC(=O)N2Cc2ccco2)cc1 (configuration not stated)
